# Compound activity from PubChem.
# Mdm2 MdmX PPI: inhibitors of human Mdm2/MdmX interaction; SaOS-2 split-luciferase Mdm2/MdmX complementation, luminescence; inhibition, % at 8 µM; 330,000 compounds, 3% hits; AID 485346;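 active means inhibition of at least 50% at 8 µM in the primary screen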
# UPR XBP1 act: activators of adaptive arm of unfolded protein response (XBP1); activation, % at 20 µM; 330,000 compounds, 0.33% hits; CHO-XBP1 luciferase reporter, IRE1-XBP1 UPR activation, luminescence; percent of tunicamycin response, DMSO as zero; AID 463104;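 active means versus positive control, 20 µM dose yields 30% or more activation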;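 further: 100% = tunicamycin at 10 µg/mL and 0% = DMSO only wells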
#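 Material: CHO-XBP1 cells stably carrying IRE1-XBP1-driven luciferase reporter / Amount: 1000 cells per well / Compound: 20 µM, 1% DMSO / Times: 6 h treatment, 37 °C / Detection: luciferase luminescence / Measure: % activation of reporter signal versus tunicamycin and DMSO controls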
# APJ ag: activates the human apelin receptor APJ | CHO-K1 APJ PathHunter beta-arrestin, luminescence; 0% DMSO wells, 100% apelin | activation, % at 20 µM | 330,000 compounds, 0.11% hits | AID 2520;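 active means activation more than six SD over the plate average, tested at 20 µM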;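 further: 0% = DMSO alone and 100% = apelin-13 at 10 nM; some results filed as inactive read as strong as hits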
# Target sequence (P35414 whole entry, looked up): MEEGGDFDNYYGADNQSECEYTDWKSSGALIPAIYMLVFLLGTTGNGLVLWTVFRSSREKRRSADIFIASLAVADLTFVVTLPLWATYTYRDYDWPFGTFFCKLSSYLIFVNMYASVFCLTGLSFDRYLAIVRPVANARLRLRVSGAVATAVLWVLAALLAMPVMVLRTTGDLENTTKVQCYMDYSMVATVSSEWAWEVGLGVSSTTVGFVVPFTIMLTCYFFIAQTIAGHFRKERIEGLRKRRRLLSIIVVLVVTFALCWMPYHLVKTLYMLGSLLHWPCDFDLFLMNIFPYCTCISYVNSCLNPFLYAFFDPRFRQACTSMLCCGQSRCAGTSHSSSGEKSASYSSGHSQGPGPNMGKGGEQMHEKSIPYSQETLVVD
#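 Material: engineered CHO-K1 APJ arrestin reporter cells; amount: 1000 CHO-K1 reporter cells seeded per well; incubation: compound stimulation 90 min at 25 °C, detection 60 min; signal: luminescent beta-gal fragment complementation, chemiluminescent substrate; read-out basis: APJ agonist activity; controls: DMSO-only wells as negative, 10 nM Apelin-13 as positive control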
# 697 NFkB inh: lowers PMA/ionomycin-induced NF-kB signal in 697 B cells. inhibition, % at 4 µM. 330,000 compounds, 0.33% hits. AID 435022. 697 B-cell NF-kB luciferase reporter, 16 h; in the data active means inhibition above about 35%
# APJ antag: blocks the human apelin receptor APJ; CHO-K1 APJ beta-arrestin complementation, luminescence; inhibition, % at 20 µM; 330,000 compounds, 0.32% hits; P35414;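 active means inhibition above about 40% at 20 µM, limit read from the data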;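 further: cells challenged with 10 nM apelin-13 agonist together with compound; plate controls were apelin-13 plus DMSO wells for no effect and DMSO wells lacking apelin-13 for full effect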
# Jurkat NFkB inh: inhibitors of the PMA/ionomycin-induced NF-kB reporter in Jurkat cells; inhibition, % at 4 µM; AID 435003; 330,000 compounds, 0.53% hits; PMA/ionomycin-induced NF-kB luciferase reporter, luminescence; in the data active means inhibition above about 50%
# UPR CHOP act: apoptotic UPR (CHOP) activation; CHO-CHOP luciferase reporter, luminescence; percent of tunicamycin response over DMSO baseline; activation, % at 10 µM; 330,000 compounds, 0.34% hits;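 active means at 10 µM dose, activation of 40% or more, normalized to positive control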;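 further: 100% = tunicamycin at 10 µg/mL and 0% = DMSO alone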
#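 System: CHO-CHOP luciferase reporter cell line | Buffer or medium: F12 medium containing 10% fetal bovine serum | Doses: One dose, 10 µM in 0.5% DMSO | Times: 6 h compound exposure at 37 °C after overnight seeding | Signal: Luciferase luminescence | Read-out: % activation vs tunicamycin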
# tim23-1 inh: inhibits growth of tim23-1 mutant yeast | S. cerevisiae tim23-1 growth, BacTiter-Glo luminescence, 24 h | 330,000 compounds, 1.3% hits | inhibition, % at 20 µM | AID 463212;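 active means growth inhibition of the mutant yeast at or above 50%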;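 further: temperature-sensitive mutant grown at 25 °C; plate controls were DMSO-treated mutant yeast for no effect and medium wells lacking yeast for full effect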
# The depositor's hits bear a star.
# Every second line gives: Mdm2 MdmX PPI, UPR XBP1 act, APJ ag, 697 NFkB inh, APJ antag, Jurkat NFkB inh, UPR CHOP act, tim23-1 inh
> CC(C)(CO)NC(=O)CC1C(=O)NCCN1CC(c1ccccc1)c1ccccc1 (stereo not given)
 : -5.8, 0.8, -2.5, -18.4, -4.3, 16.1, 2.5, 12.8
> O=C(CN1CCOCC1)N/N=C/c1ccc(-c2cccc(Cl)c2Cl)o1
 : -2.5, 3.5, -0.5, 0.0, 10.9, -5.4, -1.8, 22.3
> CC(C)c1nnc(NC(=O)c2ccc3c(c2)OCO3)s1
 : -5.2, -10.2, -2.2, -195.0, -6.6, -51.5, -5.3, -3.5
> O=C(NCC(=O)N1CCN(S(=O)(=O)/C=C/c2ccccc2)CC1)c1ccccc1F
 : 8.3, -0.3, -0.7, 11.7, 5.3, -7.3, 2.4, 4.7
> CC1(C)C[C@@H]2C[C@@](C)(CN2C(=O)c2ccccc2)C1
 : 21.4, 0.0, 1.1, -0.3, 20.5, -4.5, 0.5, 15.2
> CCN(CC)C(=O)c1sc(N)c(C(=O)OC(C)C)c1C
 : 3.7, 3.4, -0.1, 1.0, 0.7, 2.8, 0.2, 20.6
> O=C(Nc1ccc(C(=O)OC[C@@H]2CCCN3CCCC[C@H]23)cc1)c1cccc(Br)c1
 : 42.9, -0.2, -0.3, -1.4, 3.0, -8.8, 2.1, 0.4
> COC(=O)c1[nH]c2ccccc2c1NC(=O)C(C)N1CCOCC1 (stereo not given)
 : 35.2, -2.6, -5.2, -1.9, 5.4, -24.9, -1.6, -4.5
> COc1ccc(C(C[N+](=O)[O-])c2c(C)[nH]c3ccccc23)cc1OC (stereo not given)
 : 2.8, -0.7, -2.5, -13.7, 10.9, -2.7, -1.0, 30.6
> COc1ccc(Br)cc1C1CC(=O)N2CN(Cc3ccccc3)CSC2=C1C#N (stereo not given)
 : -4.7, -0.8, 7.8, -11.1, -19.8, 0.8, -1.2, 11.0
> CC(=O)c1ccccc1NC(=O)COC(=O)c1cc2ccccc2[nH]1
 : -5.3, -0.2, -2.1, -2.2, -2.8, 1.2, 0.5, 15.6
> CC1(c2ccccc2)NC(=O)N(NC(=O)COC(=O)c2cc(Br)ccc2O)C1=O (stereo not given)
 : 11.5, -2.7, -1.8, 17.1, 14.9, 10.5, -0.7, -5.6
> O=C1CCC([N+](=O)[O-])C(c2cccc3ccccc23)N1 (stereo not given)
 : -12.7, -3.5, -2.6, 20.2, -17.2, 12.0, 1.7, 11.9
> Cc1ccc(NC(=O)CN(C)C(=O)CSc2ncc(C(F)(F)F)cc2Cl)cc1
 : 18.3, -2.5, -6.8, 13.0, -2.2, -13.0, -2.1, 33.1
> c1ccc(Nc2nc3ccccc3n3cnnc23)cc1
 : 16.2, 3.5, -3.0, 5.0, 11.2, 5.7, 0.7, 17.5
> COc1ccccc1NC(=O)C1CCCN(c2cnccn2)C1 (stereo not given)
 : -16.3, -1.2, 5.5, -21.9, 20.3, 6.2, -1.3, -6.2
> COc1ccc(S(N)(=O)=O)cc1C(=O)NCC(C)(C)N1CCOCC1
 : -1.5, -2.1, -1.9, 5.4, 2.7, -3.9, 1.0, 6.5
> CCCCCCSc1ccc(-c2nc3ccc(Cl)cn3c2NCCCC)cc1OC
 : -8.3, 0.4, -2.7, -53.9, 4.4, -5.2, 2.2, 31.0
> CCOC(=O)C1CCCN(c2ncnc3c2cnn3-c2ccc(OC)cc2)C1 (stereo not given)
 : -7.2, -1.2, 1.0, -134.3, 28.8, -38.7, 1.1, 25.5
> CC(=O)Nc1ccc(NC(=O)CSc2nc3ccccc3nc2N2CCC(C)CC2)cc1
 : 10.9, 2.5, -1.1, -14.1, -2.6, 3.9, 0.0, -5.6

# Continued:
# Every second line gives: Mdm2 MdmX PPI, UPR XBP1 act, APJ ag, 697 NFkB inh, APJ antag, Jurkat NFkB inh, UPR CHOP act, tim23-1 inh
> CCCCC(=O)Nc1cccc(NC(=S)NC(=O)Cc2ccccc2)c1
 : 8.3, -2.6, -0.7, 17.0, 9.7, 6.9, 0.7, 11.0
> COc1ccc(Cc2nc(-c3ccc(-n4cccc4)cc3)no2)cc1
 : 12.7, 2.1, -0.5, -10.5, -61.0, -8.7, -1.5, -6.0
> CCN(CC)S(=O)(=O)c1cc(NC(=O)c2cc(-c3ccccn3)nc3ccccc23)ccc1C
 : 52.5*, -1.5, -0.9, -15.0, -4.1, 9.2, 0.5, 29.5
> O=C(N/N=C/c1cccnc1)c1cc(Br)ccc1O
 : -29.2, 1.4, -1.8, -70.7, 21.8, -1.8, 5.7, -1.1
> Cc1cc(C)c(NC(=O)c2cc3c(nc4sccn43)s2)c(C)c1
 : 27.4, -0.4, 4.2, -2.8, -19.3, 8.2, -1.0, 28.9
> CCn1c(=O)n(-c2ccc(Cl)cc2)c(=O)c2c3c(sc21)COC(C)(C)C3
 : 2.2, 2.5, -2.4, 1.4, 15.4, -10.2, 0.3, 20.0
> COc1ccc(C(c2c(C)n(C)n(-c3ccccc3)c2=O)c2c(C)n(C)n(-c3ccccc3)c2=O)cc1
 : 3.3, -3.2, -2.8, 3.6, 14.3, 5.1, 0.7, 5.8
> COc1ccc(CN(C(=S)Nc2ccccc2)C2CC(=O)N(c3ccc(F)cc3)C2=O)cc1 (stereo not given)
 : 29.0, -5.4, 2.1, -8.3, -6.1, -5.7, -1.1, -9.8
> CCOC(=O)/C=C1\SCC(=O)N1CC(=O)Nc1ccc2c(c1)CCC2
 : -3.7, -1.3, 0.5, 11.9, 6.7, 1.9, 0.0, -5.2
> Nc1ccn([C@H]2C[C@H](O)[C@@H](CO)O2)c(=O)n1
 : 9.7, -6.6, -5.5, 20.6, 7.6, 8.1, -1.1, 6.7
> O=C(NCC(=O)N(c1ccccc1F)C(C(=O)NCC1CCCO1)c1ccccc1)c1ccco1 (stereo not given)
 : 29.1, -2.5, -2.2, -1.3, -10.6, -4.8, -3.1, 7.2
> COc1ccc(C2=C(O)C(C)N(c3ccccc3)C2=N)cc1OC (stereo not given)
 : 2.0, -3.9, -0.3, 6.7, 11.5, -19.0, -1.4, 1.6
> Cc1ccc(C2=NS(=O)(=O)N(C)C(C(=O)N3CCCCC3)=C2)cc1
 : -30.9, 0.3, 5.8, -7.3, 2.0, 11.4, 1.9, 15.3
> CSCCC(NC(=O)c1ccccc1Cl)C(=O)NCC(c1ccco1)N1CCCCC1 (stereo not given)
 : 5.1, 0.2, 6.6, -1.1, 18.4, 18.7, 0.3, -0.6
> CNC(=O)c1ccsc1NC(=O)C1CCN(S(=O)(=O)c2ccc(Cl)s2)CC1
 : 38.9, 1.2, -0.5, 2.7, -0.8, 23.7, 0.0, 49.3
> CC1Cc2ccccc2N1C(=O)CSc1nc(-c2ccccc2)cs1 (stereo not given)
 : -20.2, 1.3, -0.3, -22.4, 7.5, -7.9, -0.2, 5.8
> CN(C)c1cc(-c2ccc([N+](=O)[O-])cc2)oc(=O)c1Cl
 : 21.8, 0.4, 1.7, 9.8, -15.3, 19.0, 3.4, 8.3
> CC(=O)N1CCN(C(=O)C2(NC(=O)Nc3ccccc3Cl)CCCCC2)CC1
 : 13.1, -1.1, -1.9, 12.2, 13.0, 16.9, 0.3, -2.8
> COc1cccc(N/C=C(\C#N)c2ccc(OCCCF)cc2)c1
 : 27.6, 0.5, -5.5, 2.0, 14.2, -12.6, 0.7, 13.5
> CCCc1nc2ccccc2c(=O)n1NC(=O)c1c(O)c2ccccc2[nH]c1=O
 : 18.8, -2.3, -2.3, 21.7, 8.0, -7.0, 2.9, -24.6

# (continued)
# Every second line gives: Mdm2 MdmX PPI, UPR XBP1 act, APJ ag, 697 NFkB inh, APJ antag, Jurkat NFkB inh, UPR CHOP act, tim23-1 inh
> O=C(NCCCN1CCc2ccccc2C1)Nc1ccc(Cl)cc1
 : 25.7, 4.5, -3.6, -14.6, -2.3, -8.7, -0.3, -1.4
> Cc1cc(C)c(-c2csc(NC(=O)CCCc3nc4ccccc4c(=O)[nH]3)n2)c(C)c1
 : 43.2, -0.9, -4.4, 0.9, 9.4, 11.8, -0.7, 14.3
> COC(=O)C1=NN(c2ccc(Cl)cc2)C2C(=O)N(c3ccccc3OC)C(=O)C12 (stereo not given)
 : -15.4, -3.3, -1.4, 9.8, -25.8, 0.6, -1.2, -5.7
> COc1cc(C(c2sc3nc(C)nn3c2O)N2CCc3ccccc3C2)cc(OC)c1OC (stereo not given)
 : 43.3, -3.2, 3.9, -5.9, 20.0, -8.1, 0.9, 9.6
> Cc1[nH]c2ccccc2c1C(=O)COC(=O)Cn1cnc2ccccc21
 : -27.7, -2.8, -1.0, 16.8, 9.3, 9.2, 2.6, -6.3
> CC1CCC2(CC1)NC(=O)N(NC(=O)c1cccc(N(C)C)c1)C2=O (stereo not given)
 : 15.9, -0.9, -1.1, 5.1, -1.8, 6.7, 1.2, -2.0
> COc1ccc(/C(C)=N/NC(=O)CNC(=O)/C=C\c2ccco2)cc1
 : 30.6, -1.1, -2.9, -44.7, -8.2, 31.9, -1.7, -2.9
> CCOc1ncccc1C(=O)OC(C)C(=O)NC(=O)NC1CCCCC1 (stereo not given)
 : -1.3, -1.7, -1.0, 3.7, -6.2, -2.5, -2.1, 17.9
> COc1cc(NS(=O)(=O)c2ccc(NC(=S)NC(=O)C(C)(C)C)cc2)nc(OC)n1
 : 16.8, -3.2, -3.5, 8.0, 15.7, 12.7, 1.4, -0.5
> COc1ccc(O)c(C(=O)c2coc(=N)c(C(=O)Nc3ccc(SC(F)F)cc3)c2)c1
 : -2.1, -3.1, -1.0, 0.3, -26.5, 18.3, 1.2, -23.7
> CCc1ccc2oc(-c3ccc(OC)cc3)cc(=Nc3c(C)n(C)n(-c4ccccc4)c3=O)c2c1
 : 44.8, -4.4, -2.2, -235.6, 4.9, -232.2, 4.6, 35.6
> CC1CCN(S(=O)(=O)N2CCC(C(=O)NCCN3CCOCC3)CC2)CC1
 : -11.2, -3.8, 3.0, 8.3, 1.0, 6.6, 0.6, -1.0
> CC1=CC(C)(C)N(S(=O)(=O)c2ccc(C)cc2)c2ccccc21
 : 63.6*, 10.1, -4.2, 16.9, 17.5, 33.8, -1.7, 36.2
> CN1C(=O)C(C)(C)c2cc(S(=O)(=O)N3CCC(C(=O)NCc4ccccc4Cl)CC3)ccc21
 : 8.4, -0.1, -2.2, 16.3, 16.7, -3.0, -1.7, 5.5
> CC1(c2cccc(Br)c2)NC(=O)N(CC(=O)Nc2cccnc2Cl)C1=O (stereo not given)
 : 29.3, -2.3, -5.3, -1.3, 0.2, 7.0, 0.0, 11.6
> Cc1c(Cl)cccc1NC(=S)NCc1ccco1
 : 5.1, -1.7, -0.1, 0.8, 12.1, 8.1, 1.1, 25.0
> COc1cccc(C(=O)NCc2nnc(SCC(=O)Nc3nccs3)n2-c2ccccc2)c1
 : 4.9, -0.7, 0.0, 6.1, 1.0, 4.8, 0.1, 8.9
> O=C(O)c1ccc(N2C(=O)Nc3ccccc3N2O)cc1
 : 8.9, 3.7, -2.9, 16.2, 14.6, 4.3, 0.2, 2.5
> CCCCC(CC)C(=O)N1CCN(C(=O)c2ccco2)CC1 (stereo not given)
 : -0.4, -3.5, -1.4, 15.8, 9.4, 0.9, 18.1, 13.5
> Cc1ccc(N(CC(=O)NCc2ccco2)S(=O)(=O)c2ccccc2)cc1
 : 14.2, 1.1, -4.6, 10.3, -4.2, -3.3, -1.1, 17.7
